High-throughput results as filed in PubChem.
M4 ag = CHRM4 agonism in calcium assay. activation, % at 3 µM. CHO-K1 hM4/Gqi5, Fluo-8 calcium fluorescence; vehicle 0%, full acetylcholine response 100%. AID 624127. P08173. actives 0.14% (n = 360,000);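 active means activation above the run mean over all test wells plus 3 SD, cut at about 32% in these data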;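 further: peak over basal fluorescence ratio per well then scaled between controls; 0% = DMSO wells and 100% = acetylcholine at EC100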
CHRM1 agonist = human M1 muscarinic receptor agonism; CHO-K1 hM1, Fluo-8 calcium fluorescence, agonist mode; 0% DMSO, 100% acetylcholine EC100; activation, % at 3 µM; actives 0.33% (n = 360,000); P11229;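 active means activation above the run's mean compound activation plus 3 SD, cut at about 16% in these data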;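 further: peak over basal fluorescence ratio within a 140 s kinetic read after compound addition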
Target sequence (P11229 whole entry, looked up): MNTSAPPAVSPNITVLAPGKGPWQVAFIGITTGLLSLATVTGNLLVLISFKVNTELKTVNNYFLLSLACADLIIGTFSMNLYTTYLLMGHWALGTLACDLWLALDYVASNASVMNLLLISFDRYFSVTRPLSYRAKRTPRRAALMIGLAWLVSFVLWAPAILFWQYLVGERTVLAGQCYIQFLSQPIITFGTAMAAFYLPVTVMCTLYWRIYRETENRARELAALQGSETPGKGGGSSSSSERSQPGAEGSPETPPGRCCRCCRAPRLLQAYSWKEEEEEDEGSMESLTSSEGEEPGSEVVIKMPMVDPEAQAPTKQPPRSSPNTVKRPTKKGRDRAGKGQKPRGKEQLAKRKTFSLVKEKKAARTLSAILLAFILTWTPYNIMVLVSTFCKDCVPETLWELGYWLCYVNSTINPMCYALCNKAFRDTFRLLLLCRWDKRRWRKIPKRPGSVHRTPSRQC
CHRM1 PAM = human CHRM1 positive allosteric modulation. CHO-K1 hM1, Fluo-8 calcium fluorescence, ACh EC20; 0% = ACh EC20, 100% = maximal ACh. activation, % at 3 µM. actives 0.088% (n = 360,000). P11229; in the data active means activation above about 19%, passing the limit was not always enough
M1 ag parental = M1 agonist counterscreen hit in parental CHO-K1 cells; actives 0.48% (n = 360,000); AID 602248; Fluo-8 calcium fluorescence; scaled to maximal ATP response, vehicle zero; activation, % at 3 µM; in the data active means activation above about 15%;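 further: untransfected CHO-K1 host cells lacking M1 receptor as counterscreen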
OXTR potentiate = potentiates the human oxytocin receptor response; activation, % at 3 µM; CHO-OTR cells, Fluo-8 calcium fluorescence, potentiator mode; 0% = oxytocin EC15, 100% = EC100; P30559; actives 0.061% (n = 320,000);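 active means activation above that plate's cutoff, the mean activation of tested compounds plus 3 SD, cut at about 6.6% in these data, passing the limit was not always enough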;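 further: 100% uses oxytocin at 75 nM as the full agonist control; some results filed as inactive read as strong as hits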
Target sequence (P30559 whole entry, looked up): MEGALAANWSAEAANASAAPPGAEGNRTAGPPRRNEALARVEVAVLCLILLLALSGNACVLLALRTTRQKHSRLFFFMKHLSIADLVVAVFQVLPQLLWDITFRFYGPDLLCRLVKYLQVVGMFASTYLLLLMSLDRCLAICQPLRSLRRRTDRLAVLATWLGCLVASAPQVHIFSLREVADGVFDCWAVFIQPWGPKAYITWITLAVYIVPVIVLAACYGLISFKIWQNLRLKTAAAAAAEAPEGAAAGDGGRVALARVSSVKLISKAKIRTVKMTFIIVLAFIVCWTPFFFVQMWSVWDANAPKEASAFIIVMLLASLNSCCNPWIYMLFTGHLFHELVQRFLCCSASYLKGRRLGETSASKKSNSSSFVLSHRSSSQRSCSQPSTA
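test system = CHO-OTR cells, human receptor | compound = single-point 3.0 µM | schedule = 6 min compound pre-incubation at room temperature, 100 s kinetic read | signal = Fluo-8 no-wash calcium dye fluorescence, excitation 470-495 nm, emission 515-575 nm | repeats = single well per compound, singlicate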
CHO-K1 Ca antag = M1 antagonist counterscreen hit in parental CHO-K1 cells; ATP-induced calcium, Fluo-8 fluorescence; AID 602250; actives 0.6% (n = 360,000); inhibition, % at 3 µM;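 active means inhibition above a per-plate cutoff, the plate's mean sample inhibition plus 3 SD, cut at about 24% in these data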;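 further: 0% = DMSO plus EC80 ATP and 100% = DMSO alone without ATP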
M1 antag = antagonists of human M1 muscarinic receptor; actives 1.3% (n = 360,000); inhibition, % at 3 µM; AID 588852; CHO-K1 hM1, Fluo-8 calcium fluorescence, ACh EC80 antagonist; P11229;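 active means percent inhibition above its own plate's cutoff, namely the mean of that plate's compound wells plus 3 SD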;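 further: peak over basal fluorescence ratio during 140 s after agonist addition; 0% = ACh EC80 plus DMSO and 100% = DMSO alone without agonist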
CHO parental Ca = signal in parental CHO cells, OX1R antagonist counter-screen | parental CHO-K1, ATP-induced calcium, Fluo-8 fluorescence | actives 0.63% (n = 330,000) | inhibition, % at 5.6 µM | AID 463079;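 active means inhibition above that plate's mean sample inhibition plus 3 SD, cut at about 26% in these data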;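 further: 0% = ATP-challenged DMSO wells and 100% = DMSO wells without ATP; some compounds past the cut are filed as inactive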
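Material – parental CHO cells · Reagent – ATP stimulus · Compound – single nominal dose of 5.6 µM per compound · Detection – Fluo-8 fluorescence · Read-out basis – percent inhibition of calcium signal · Controls – ATP-challenged DMSO wells low, unchallenged DMSO wells high · Repeats – no replicates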
CHRM4 antagonist = blocks acetylcholine activation of human M4 receptor; actives 0.73% (n = 360,000); CHO-hM4 cells, ACh EC80, Fluo-8 calcium fluorescence; AID 624125; inhibition, % at 3 µM;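 active means inhibition above its plate's cutoff, the mean inhibition of sample wells plus 3 SD, cut at about 27% in these data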;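 further: 0% = acetylcholine EC80 with DMSO and 100% = DMSO without agonist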
* hit, by the source's call; . = not tested or not shown.

SMILES	M4 ag	CHRM1 agonist	CHRM1 PAM	M1 ag parental	OXTR potentiate	CHO-K1 Ca antag	M1 antag	CHO parental Ca	CHRM4 antagonist
NCC(c1ccccc1Cl)c1c[nH]c2ccccc12 (stereo not given)	4	-2	5	0.7	-13	-6	-14	-6	13
Cc1ccc(C(=O)NCC(=O)OCC(=O)Nc2cc(C)c(C)cc2[N+](=O)[O-])cc1	1	-10	11	0.1	-1	3	-6	-17	-9
Cc1cccc(OC(C)C(=O)Nc2nccs2)c1 (stereo not given)	0	-3	-4	0.4	-1	-1	13	-2	-3
O=C(Nc1ccc(NS(=O)(=O)c2ccc([N+](=O)[O-])cc2)cc1)c1ccco1	3	2	1	2.6	-8	-12	-5	-7	-3
CCN1CCN(C(=O)CSc2cc(=O)n(CC)c3ccccc23)CC1	0	-5	-2	0.3	-9	-10	8	5	5
COc1ccc2oc(C(=O)OCC(=O)N3CCCC3=O)c(C)c2c1	4	-4	1	0.8	8	2	-2	-17	7
CC(=O)NC12CC3CC(C1)CC(C(=O)N1CCN(S(=O)(=O)c4ccccc4[N+](=O)[O-])CC1)(C3)C2	2	-4	0	0.7	-3	-12	8	-7	5
CC(=O)c1cccc(-c2ccnc3c2CC(C(=O)NCCC(F)(F)F)O3)c1 (stereo not given)	1	4	7	3.0	.	-7	-12	.	-7
C[C@H]1CN([C@@H](C)CO)S(=O)(=O)c2ccc(C#CC3(O)CCCC3)cc2O[C@@H]1CN(C)C(=O)Cc1cccnc1	1	-7	-6	0.4	.	7	-7	.	10
O=C(Nc1cn(-c2ccccc2)nc1-c1ccc(F)cc1)c1ccccc1	0	-4	5	-0.1	-1	-3	0	-11	-11
CC(C)(C)c1ccc(C(O)c2ncc(-c3ccccc3)[nH]2)cc1 (stereo not given)	5	6	22	1.1	.	-12	-9	.	-11
CCOC(=O)C(=NC(C)(C)C)NNc1cc(Cl)ccc1Cl	0	-8	3	-0.1	-6	-8	-9	-23	4
COc1ccc(/C=N/NC2=NCCCCC2)cc1	2	-12	-3	0.4	-3	-15	7	-13	-6
Cc1ccccc1Cn1nc(C)c(NC(=O)c2noc3c2CCCC3)c1C	2	-5	-1	1.1	-10	6	9	-13	-1
CCCCN1C(=O)c2ccc(C(=O)Nc3cccc(C)c3C)cc2C1=O	0	-2	13	0.0	-5	-9	-11	0	11
Nc1nc(SCC(=O)NNc2c(Cl)cc(Cl)cc2Cl)n[nH]1	0	-5	8	0.9	3	-13	3	-12	2
Cc1ccc(C)c(S(=O)(=O)NC(C)CCc2ccccc2)c1 (stereo not given)	-2	-6	6	-1.0	-10	-22	-11	-20	-28
C[C@@]12C(=O)Nc3ccc(F)cc3C(=O)N1[C@H]1c3ccccc3OC[C@@H]1[C@@H]2c1ccccc1	0	-7	-37	1.0	7	-7	89*	-14	89*
c1ccc(C(c2nnnn2C2CCCC2)N2CCN(c3ccccc3)CC2)cc1 (stereo not given)	0	-6	4	0.3	-8	-10	-26	-14	-19
CCCCCCCCSc1n[nH]c(N)n1	1	2	14	0.4	-7	1	0	-3	1
COc1ccc2cc(CO)c3cc(OC)c(OC)cc3c2c1	9	-3	-1	-0.2	-3	-2	2	-21	-20
COc1ccc(CNC(=O)CNC(=O)c2ccc(Br)o2)cc1OC	1	-2	9	0.8	-6	8	-8	-3	-3
O=C(COc1ccccc1)OCC(=O)c1c[nH]c2ccccc12	2	3	11	-0.1	1	-7	-6	-11	3
CNNC(=S)NCCC1=CCCCC1	12	-3	-1	4.8	-3	13	7	-7	12
O=C(c1cccc(C(F)(F)F)c1)N1CCCC1	-1	0	12	0.6	-4	-20	-5	0	2
O=c1[nH]c(=O)n(CCCc2ccccc2)cc1-c1ccccc1	2	1	5	0.4	.	-7	-17	.	-6
CC(NC(=O)COC(=O)c1cccnc1Cl)C12CC3CC(CC(C3)C1)C2 (stereo not given)	3	-1	-4	0.8	-3	-12	16	-17	1
O=[N+]([O-])c1cnccc1NC1CCCCC1	0	-8	12	1.2	-5	-9	-9	-4	7
COc1ccc(C(=O)NC2CCN(S(=O)(=O)c3ccc(F)cc3)CC2)cc1	1	-1	10	1.7	-2	-14	-16	-8	-6
Cc1cccc(N2C(S)=C(C#N)C(=O)NC2c2ccco2)c1 (stereo not given)	0	2	12	0.0	-6	-16	-11	-6	-2

Filtered by structure, the entries above containing a Cl atom.
SMILES	M4 ag	CHRM1 agonist	CHRM1 PAM	M1 ag parental	OXTR potentiate	CHO-K1 Ca antag	M1 antag	CHO parental Ca	CHRM4 antagonist
NCC(c1ccccc1Cl)c1c[nH]c2ccccc12 (stereo not given)	4	-2	5	0.7	-13	-6	-14	-6	13
CCOC(=O)C(=NC(C)(C)C)NNc1cc(Cl)ccc1Cl	0	-8	3	-0.1	-6	-8	-9	-23	4
Nc1nc(SCC(=O)NNc2c(Cl)cc(Cl)cc2Cl)n[nH]1	0	-5	8	0.9	3	-13	3	-12	2
CC(NC(=O)COC(=O)c1cccnc1Cl)C12CC3CC(CC(C3)C1)C2 (stereo not given)	3	-1	-4	0.8	-3	-12	16	-17	1

Next part.
SMILES	M4 ag	CHRM1 agonist	CHRM1 PAM	M1 ag parental	OXTR potentiate	CHO-K1 Ca antag	M1 antag	CHO parental Ca	CHRM4 antagonist
CC1CCCCN1C(=O)CN1C(=O)CSc2ccc(S(=O)(=O)N3CCOCC3)cc21 (stereo not given)	1	-2	14	0.0	-5	-15	-18	-8	5
CC(C)c1ccc(NC(=O)CSc2ncccc2C(=O)Oc2cccc([N+](=O)[O-])c2)cc1	1	-7	6	1.1	-6	-10	-5	-4	9
COc1ccc(OC)c(C2C3=C(CC(C)(C)CC3=O)Nc3nnnn32)c1 (stereo not given)	1	-1	8	0.3	0	-5	-3	-6	-7
Clc1nc(Cl)nc(N(c2ccccc2)c2ccccc2)n1	1	-3	1	0.4	0	-7	6	-3	4
COc1cc2nc(NC(=O)c3ccc(F)cc3Cl)sc(=O)c2cc1OC	1	-5	10	0.8	-4	3	-14	-10	2
O=C(CSc1nc2ccccc2o1)N1CCCC1	1	-3	9	0.8	-2	-4	-14	-9	8
CCN(C(=O)CN1CCN(C)CC1)c1cccc2ccccc12	1	-6	-7	0.2	-5	-12	-19	-10	1
Cc1ccc(NC(=O)C2CCN(S(=O)(=O)c3ccc4c(c3)CC(C)N4C(=O)C3CCC3)CC2)nc1 (stereo not given)	8	-3	6	2.9	-16	3	-8	-22	-11
CCCN(CCC)C(=O)c1cc2c(=O)[nH]c3ccc(C)cc3c2s1	1	-4	5	1.4	-8	-13	-1	-17	-2
COC(=O)/C(=C\Nc1ccc(Cl)c2ccccc12)c1ncc(C(F)(F)F)cc1Cl	0	-3	-1	0.7	3	14	4	-4	1
Cc1nc(NC(=O)c2cc3c(s2)CCCCC3)sc1C(=O)N(C)C	1	-6	9	0.8	-7	-12	-7	-29	-1
Cc1ccccc1C1=NC(C(F)(F)F)(C(F)(F)F)c2c(n(C)c(=O)n(C)c2=O)N1	2	-4	-1	0.9	-4	8	0	-3	1
Cc1cc(C(=O)N2CCC2(C)C(=O)NCc2cccc3ccccc23)nn1C (stereo not given)	1	-1	-6	0.5	.	8	12	.	-7
CCOC(=O)c1cc(-c2ccc(OC)cc2)nn1-c1ccccc1C(=O)O	0	0	8	1.3	-1	-16	-11	-11	-3
COc1ccc(N2C(=O)CC(Sc3nnc(-c4ccccc4F)n3C)C2=O)cc1 (stereo not given)	0	-3	7	-0.7	-12	-6	-3	-22	-8

Some of the entries above, reformatted:
| compound | M4 ag | CHRM1 agonist | CHRM1 PAM | M1 ag parental | OXTR potentiate | CHO-K1 Ca antag | M1 antag | CHO parental Ca | CHRM4 antagonist |
| --- | --- | --- | --- | --- | --- | --- | --- | --- | --- |
| O=C(COc1ccccc1)OCC(=O)c1c[nH]c2ccccc12 | 2 | 3 | 11 | -0.1 | 1 | -7 | -6 | -11 | 3 |
| CNNC(=S)NCCC1=CCCCC1 | 12 | -3 | -1 | 4.8 | -3 | 13 | 7 | -7 | 12 |
| O=C(c1cccc(C(F)(F)F)c1)N1CCCC1 | -1 | 0 | 12 | 0.6 | -4 | -20 | -5 | 0 | 2 |
| O=c1[nH]c(=O)n(CCCc2ccccc2)cc1-c1ccccc1 | 2 | 1 | 5 | 0.4 | . | -7 | -17 | . | -6 |

One compound at a time, as listed above:
O=C(Nc1ccc(NS(=O)(=O)c2ccc([N+](=O)[O-])cc2)cc1)c1ccco1 as listed: M4 ag = 3; CHRM1 agonist = 2; CHRM1 PAM = 1; M1 ag parental = 2.6; OXTR potentiate = -8; CHO-K1 Ca antag = -12; M1 antag = -5; CHO parental Ca = -7; CHRM4 antagonist = -3
COc1ccc(CNC(=O)CNC(=O)c2ccc(Br)o2)cc1OC as listed: M4 ag = 1; CHRM1 agonist = -2; CHRM1 PAM = 9; M1 ag parental = 0.8; OXTR potentiate = -6; CHO-K1 Ca antag = 8; M1 antag = -8; CHO parental Ca = -3; CHRM4 antagonist = -3

Next part.
SMILES	M4 ag	CHRM1 agonist	CHRM1 PAM	M1 ag parental	OXTR potentiate	CHO-K1 Ca antag	M1 antag	CHO parental Ca	CHRM4 antagonist
CCC(=O)Nc1nnc(C)s1	1	-2	11	0.3	.	-5	-11	.	1
COCc1cc(C)nc(SCC(=O)Nc2ccc3c(c2)n(C)c(=O)n3C)c1C#N	1	0	4	0.0	-10	7	-2	-1	7
CCOCCn1c(CN2CCN(c3cccc(Cl)c3)CC2)nc2c1c(=O)n(C)c(=O)n2C	-1	-6	2	-0.4	-3	-5	-6	-19	-3
CC(C(=O)O)n1cnc2sc3c(c2c1=O)CCCC3 (stereo not given)	0	-6	10	10	-4	8	5	-4	8
N#C/C(=C\c1ccccc1O)C(=O)Nc1cccnc1	1	-2	9	0.1	-2	-15	-11	-10	8
CC(C)Nc1nc(Nc2ccc(Cl)cc2F)c2sccc2n1	3	-4	3	0.8	.	4	-12	.	3
Oc1ccc(-c2n[nH]c(=S)n2-c2ccc3c(c2)OCCO3)cc1	1	-6	6	-0.3	-8	6	1	-4	6
CCN(Cc1ccccc1)S(=O)(=O)c1cc(C(=O)NC(C)C2CC3CCC2C3)ccc1OC (stereo not given)	0	-12	0	1.6	-6	-4	3	-40	-13
COC(=O)c1cc(Nc2cc(C)c3ccc(O)cc3n2)cc(C(=O)OC)c1	4	-2	-2	1.4	-2	6	4	8	1
C=C(C)Cn1c(N2CC(C)CC(C)C2)nc2c1c(=O)[nH]c(=O)n2C (stereo not given)	0	-5	8	-0.9	-2	1	-4	-20	-11
COC(=O)c1cc(OC)c(OC)cc1NC(=S)N1CCCC(CO)C1 (stereo not given)	1	-4	2	0.1	-7	-16	-6	-4	2
